# Screening data as filed in PubChem.
# ERG-DNA inh: ERG Ets/DNA interaction inhibition; P11308; fluorescence polarization, His-ERG Ets domain / labelled DNA; Potency, µM (highest dose often 76.9 µM), inactives show top-dose FP activity, negative = inhibition, usual class: inhibitors; 370,000 tested, 0.028% active; AID 624246; active means well fitted inhibition curve with a large enough effect in the polarisation, with a control signal flat; inconclusive means small, poorly fitted or top-dose-only effect, or effect the other way, or a change in a side signal; inactive means no such curve, though single readings can be large or run the other way; the % refers to the polarisation;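 further: polarization taken with two DNA probes labelled with fluorescein and Texas red; potency means the concentration at half of the fitted maximal effect; % of control where 0% means no effect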
#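 His-tagged ERG Ets domain (1 uM in the protein solution; 300mM KCl, 50mM Tris-HCl, 1mM EDTA, 1mM DTT, pH 7.5) received compound, then a probe mix of 5 nM fluorescein-DNA and 100nM Texas-615-DNA. Fluorescence polarization was read for both dyes.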
# GLS inhibitor: blocks human kidney-isoform glutaminase activity; O94925; 410,000 tested, 0.21% active; AID 624170; Potency, µM (top dose mostly 45.5 µM), for the others: top-dose activity change, negative = inhibition, hits mostly inhibitors; GLS enzymatic activity, qHTS titration; further: potency means the concentration at half of the fitted maximal effect; on the % scale 0 is the no-effect control and ±100 the full control effect
# Target sequence (O94925 whole entry, looked up, canonical isoform): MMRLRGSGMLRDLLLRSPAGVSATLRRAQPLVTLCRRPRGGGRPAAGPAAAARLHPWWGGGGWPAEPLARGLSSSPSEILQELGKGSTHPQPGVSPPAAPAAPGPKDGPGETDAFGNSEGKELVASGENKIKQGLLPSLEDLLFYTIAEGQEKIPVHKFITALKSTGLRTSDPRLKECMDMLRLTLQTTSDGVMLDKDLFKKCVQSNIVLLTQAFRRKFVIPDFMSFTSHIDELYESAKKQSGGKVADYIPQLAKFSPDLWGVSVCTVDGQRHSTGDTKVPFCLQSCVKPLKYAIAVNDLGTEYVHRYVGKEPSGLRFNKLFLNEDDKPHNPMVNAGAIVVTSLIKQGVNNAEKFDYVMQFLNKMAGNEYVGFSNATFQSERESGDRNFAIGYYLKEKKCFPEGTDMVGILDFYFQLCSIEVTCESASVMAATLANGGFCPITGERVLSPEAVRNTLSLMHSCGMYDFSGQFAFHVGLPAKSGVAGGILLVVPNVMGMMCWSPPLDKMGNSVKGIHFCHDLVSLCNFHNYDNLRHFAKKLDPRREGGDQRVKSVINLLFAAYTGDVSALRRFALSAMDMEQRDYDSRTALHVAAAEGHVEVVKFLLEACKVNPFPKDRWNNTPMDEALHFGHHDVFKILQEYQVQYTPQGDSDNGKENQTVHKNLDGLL
#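 Compounds were pin-transferred onto hKGA, after which L-glutamine (1 mM solution) and a detection mix of glutamate oxidase, HRP and Amplex Red were added. Initial and 30 min RT fluorescence reads were collected.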
# PI4K2A block: inhibitors of human PI4K2A. purified PI4K2A, ADP-Glo luminescence, 1 h; hits give low values. activity change, negative = inhibition, % at 76.9 µM. 420,000 tested, 0.13% active. AID 1346378; in the data active means activity change below about -50%; inconclusive means mostly about -30% to -49%;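 further: -100% = wells without enzyme as full effect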
#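 ADP-Glo luminescence measured ADP generated by PI4K2A enzyme (4 ug/mL before mixing) with 1.2 mM PI substrate (pre-mix) and 300 microM ATP (pre-mix). Tris pH7.5 buffer with MgCl2, Triton X-100; 1 h reaction at ambient temperature.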
# JMJD2A Tudor: blocks the human JMJD2A Tudor domain; AlphaScreen JMJD2A-Tudor / H3K4me3 peptide binding; Potency, µM (titrated, usually from 114 µM), for inactives: top-dose activity change, negative = inhibition, actives largely listed as inhibitors; 390,000 tested, 4.4% active; AID 504339; further: potency means the concentration at half of the fitted maximal effect; on the % scale 0 is the no-effect control and ±100 the full control effect; nearly all actives have a fitted effect of over 50% in size
# G9a block: blocks human histone lysine methyltransferase G9a. G9a H3K9 monomethylation, AlphaScreen, 2 h. Potency, µM (titrated, usually from 102 µM), without a hit: at the highest dose activity, negative = inhibition, most hits filed as inhibitors. 350,000 tested, 8.8% active. AID 504332; further: potency means the concentration at half of the fitted maximal effect; on the % scale 0 is the no-effect control and ±100 the full control effect; nearly all actives have a fitted effect of over 75% in size
#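 Chemiluminescent proximity detection of H3K9 monomethylation, read after 10 min bead incubation in the dark. Reaction: 20 nM G9a, 500 nM biotin-H3K9 peptide, 20 uM SAM cofactor, 2 h, room temperature, following 15 min enzyme-compound preincubation.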
# Tb PGK inh: inhibitors of T. brucei phosphoglycerate kinase | PGK/GAPDH coupled, Kinase-Glo luminescence, 60 min | Potency, µM (top dose mostly 57.5 µM), inactives show top-dose activity change, negative = inhibition, hits mostly inhibitors | 380,000 tested, 0.043% active | P07378; further: potency means the concentration at half of the fitted maximal effect; on the % scale 0 is the no-effect control and ±100 the full control effect; nearly all actives have a fitted effect of over 60% in size
#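 Recombinant glycosomal PGK reaction used 1,3-bisphosphoglycerate generated in-well by GAPDH (100nM final) in 100mM TEA pH 7.6, 5mM MgCl2, 0.01% Tween-20. After 60 minutes at room temperature, ATP was read by Kinase-Glo Plus luminescence end-point.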
# Pin1 inhibitor: inhibitors of human Pin1. Pin1 FP peptide displacement, HiFluor488, 10 min. Potency, µM (top dose mostly 115 µM), for the others: at the highest dose activity, negative = inhibition, most hits filed as inhibitors. Q13526. 390,000 tested, 0.009% active; active means well fitted inhibition curve with a large enough effect in the polarisation, with a control signal flat, not every such curve was filed as active; inconclusive means small, poorly fitted or top-dose-only effect, or effect the other way, or a change in a side signal; inactive means no such curve, though single readings can be large or run the other way; the % refers to the polarisation; further: potency means the concentration at half of the fitted maximal effect; on the % scale 0 is the no-effect control and ±100 the full control effect
# Target sequence (Q13526 whole entry, looked up): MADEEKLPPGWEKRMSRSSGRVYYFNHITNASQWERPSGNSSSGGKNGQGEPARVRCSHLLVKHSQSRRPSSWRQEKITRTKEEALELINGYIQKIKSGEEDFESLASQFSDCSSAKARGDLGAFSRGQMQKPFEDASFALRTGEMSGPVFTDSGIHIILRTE
# HP1b chromo inh: HP1-beta chromodomain-methylated histone interaction inhibition | P83916 | 390,000 tested, 0.56% active | Potency, µM (highest dose often 114 µM), for the others: top-dose activity change, negative = inhibition, usual class: inhibitors | AlphaScreen HP1-beta / biotin-H3K9me3 peptide binding | AID 540317; further: potency means the concentration at half of the fitted maximal effect; nearly all actives have a fitted effect of over 70% in size; inactives centre near 23
# Target sequence (P83916 whole entry, looked up): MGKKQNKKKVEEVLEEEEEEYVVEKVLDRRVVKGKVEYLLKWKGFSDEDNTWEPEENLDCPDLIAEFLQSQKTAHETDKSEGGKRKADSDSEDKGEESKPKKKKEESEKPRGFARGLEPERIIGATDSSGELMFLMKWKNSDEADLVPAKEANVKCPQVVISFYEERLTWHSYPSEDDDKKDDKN
#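 Compound inhibition of the preformed complex between 50 nM HP1-beta and 50 nM biotinylated H3K9me3 peptide was read by AlphaScreen. Buffer was PBS pH 7.4 with 0.01% Tween-20. Incubations ran 30 min at room temperature, with 10 ug/mL donor/acceptor beads.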
# BAZ2B block: blocks human BAZ2B | Q9UIF8 | AlphaScreen BAZ2B-H3K14Ac peptide displacement | Potency, µM (doses to about 114 µM), inactives show at the top dose activity change, negative = inhibition, most hits filed as inhibitors | 360,000 tested, 4.4% active; further: potency means the concentration at half of the fitted maximal effect; on the % scale 0 is the no-effect control and ±100 the full control effect; nearly all actives have a fitted effect of over 60% in size
#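 BAZ2B (50 nM) with biotin-H3(5-23)K14Ac peptide (50 nM) in PBS pH 7.4, 0.01% Tween-20, preformed 30 min, then compound 30 min at room temperature; top concentration 110uM. AlphaScreen streptavidin donor/nickel chelate acceptor beads (10 ug/mL final), 20 min dark, signal read.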
# Active calls of the source: *; i = inactive; ? = inconclusive; . = no result given; & = joins results of further samples; [ ] = remark or other dose. Unless noted, the call rests on the fitted dose curve; in most records, active means well fitted curve in the direction sought with a large enough effect; inconclusive means small, poorly fitted or top-dose-only effect, or another doubt; inactive means no such curve, though single readings can be large; an effect the other way counts as inactive or inconclusive.
SMILES,ERG-DNA inh,GLS inhibitor,PI4K2A block,JMJD2A Tudor,G9a block,Tb PGK inh,Pin1 inhibitor,HP1b chromo inh,BAZ2B block
CN(C)CCN1C(=O)C(O)=C(C(=O)c2cc3ccccc3o2)C1c1ccc(N(C)C)cc1 (stereo unspecified),34%[activator],20%,-2,?,50µM*,-11%,65%[activator],20%,?
S=c1[nH]nc(CCc2nc3ccccc3[nH]2)n1-c1cccc(Cl)c1,-5%,5%,-4,45µM*,-1%[0.501 µM],-5%,2%,20%,-8%
Cc1ccc(C2(C)NC(=O)N(CC(=O)Nc3ccc4[nH]c(=O)[nH]c4c3)C2=O)cc1 (stereo unspecified),2%,0%,-1,-25%,23%[59 µM],0%,?,12%,-9%
CC(=O)C1=C(O)C(=O)N(c2ccc(C(=O)O)cc2)C1c1ccc([N+](=O)[O-])cc1 (stereo unspecified),0%,-1%,-2,3%,.,10%,-1%,28%,5%
COc1ccc(-n2c(-c3ccco3)nc3c(cnn3-c3ccccc3C)c2=O)cc1,15%&13%,-17%&-7%,-3&-5,?,-39%,-6%,-5%&10%,16%&18%,-26%
Cc1ccc(C(C(=O)NC2CCCCC2)N(C(=O)c2csnn2)C2CC2)o1 (stereo unspecified),4%,-4%,-1,-16%,25%[2.33 µM],-7%,-2%,19%,-2%
Cc1[nH]n(-c2ccc(C(=O)O)cc2)c(=O)c1CCO,-4%,0%,3,-10%,29%,-3%,-5%,28%,-9%
Cc1cc(CN(C)C(=O)c2ccc3nc(Cc4ccccc4F)oc3c2)on1,20%,2%,-7,-8%,24%,0%,0%,20%,8%
O=C(COc1ccc(-c2nnco2)cc1)Nc1ccc(F)c(Cl)c1,12%,-15%,8,-18%,.,-9%,4%,-10%,.
C=CCn1c(C(CCCC)CC(O)COCCC)n[nH]c1=S (stereo unspecified),-29%,-8%,1,-3%,?,i,-4%,44%[activator],14%
O=C(N/N=C/c1ccc(Br)o1)c1ccc2c(c1)OCCO2,-8%,-3%,-7,-23%,23%[59 µM],-3%,-8%,26%,-3%
Cc1oc(-c2ccccc2Cl)nc1CSCC(=O)NC1CCCC1,1%,-11%,8,-21%,10%,-6%,1%,44%[activator],3%
Cc1cc(F)ccc1S(=O)(=O)N1CCCCC1CCNC(=O)C(=O)NCc1ccccn1 (stereo unspecified),8%,-1%,4,-9%,-1%[0.501 µM],i,-4%,29%,-1%
Cn1cc(C(=O)NCc2cccs2)c(=O)c2cc(S(=O)(=O)N3CCCC3)ccc21,2%,-3%,5,-8%,20%,i,-1%,?,14%
CC(OC(=O)c1ccco1)C(=O)NCc1cccs1 (stereo unspecified),-4%,8%,-6,-12%,-5%[59 µM],-9%,-1%,6%,0%
COc1cc(CNCCc2ccccc2)cc(Cl)c1OCc1ccccc1,-10%,0%,-10,11%,-40%,0%,?,36%[activator],-1%
CC(C)c1ccc(CCNC(=O)c2ccc([N+](=O)[O-])cc2)cc1,3%,-2%,0,-19%,8%[59 µM],-1%,-9%,36%,-7%
CC(=O)Nc1ccc(S(=O)(=O)N2CCC(C(=O)NCCc3c[nH]c4ccccc34)CC2)cc1,-11%,3%,7,-6%,0%,-3%,-4%,46%[activator],-6%
COc1ccc(C(=O)Nc2ccc(C(=O)Nc3cccc(C)c3)cc2)cc1,-9%,1%,0,-8%,.,8%,-1%,14%,-6%
CCOc1ccc(C2CC(c3cccc(C)c3)n3nc(N)nc3N2)cc1 (stereo unspecified),-16%,22%,0,-31%,-13%,i,-7%,35%,-2%

# Full records from above.
# Cc1cc(F)ccc1S(=O)(=O)N1CCCCC1CCNC(=O)C(=O)NCc1ccccn1 (stereo unspecified) as listed: ERG-DNA inh: 8%; GLS inhibitor: -1%; PI4K2A block: 4; JMJD2A Tudor: -9%; G9a block: -1%[0.501 µM]; Tb PGK inh: i; Pin1 inhibitor: -4%; HP1b chromo inh: 29%; BAZ2B block: -1%
# COc1ccc(C(=O)Nc2ccc(C(=O)Nc3cccc(C)c3)cc2)cc1 as listed: ERG-DNA inh: -9%; GLS inhibitor: 1%; PI4K2A block: 0; JMJD2A Tudor: -8%; G9a block: .; Tb PGK inh: 8%; Pin1 inhibitor: -1%; HP1b chromo inh: 14%; BAZ2B block: -6%

# Remaining list, next part.
SMILES,ERG-DNA inh,GLS inhibitor,PI4K2A block,JMJD2A Tudor,G9a block,Tb PGK inh,Pin1 inhibitor,HP1b chromo inh,BAZ2B block
O=C(c1cc(-c2ccccc2Cl)nc2ccccc12)N1CCN(c2ccccc2O)CC1,-1%,16%,-2,-32%,56µM*,3%,-4%,-6%,-35%
COCCNC(=O)c1c[nH]c2ccc(S(=O)(=O)N3CCOCC3)cc2c1=O,-5%,-5%,7,-4%,2%,-13%,-10%,26%,-15%
Cc1c(C=O)c2ccccn2c1C(=O)c1ccccc1Cl,-24%,-14%,3,-14%,8%[2.33 µM],-6%,-1%,13%,3%
Cn1c(CNc2ccc(F)cc2)nnc1SCC(=O)NNC(=O)Cc1ccccc1,3%,10%,4,-12%,.,-5%,3%,45%[activator],-2%
CC(C)COP(=O)(OCC(C)C)C(O)c1ccccc1F (stereo unspecified),-8%,14%,1,1%,12%[59 µM],6%,0%,13%,6%
COc1ccc(CCNC(=O)CCCn2c(=O)c3ccccc3n(Cc3c(C)cc(C)cc3C)c2=O)cc1OC,4%,8%,-4,-9%,-2%[59 µM],4%,-6%,24%,4%
CC(C)(C)c1cc(C(=O)NNS(=O)(=O)c2ccccc2)n[nH]1,-4%,17%,2,5%,-32%[59 µM],-8%,8%,45%[activator],-10%
COc1cccc(/C=N/n2c(-c3cccs3)n[nH]c2=S)c1,-4%,-7%,5,50µM*,?,-2%,-1%,-3%,?
COc1ccc2cc3cc(C(=O)NCC4CCCO4)oc3nc2c1 (stereo unspecified),14%,0%,9,0%,15%[59 µM],-10%,-5%,16%,-4%
O=C(NNCC(O)COc1ccccc1)c1ccccc1 (stereo unspecified),0%,0%,-1,-5%,25%[59 µM],-2%,-6%,29%,-1%
Cc1ccc(-n2nnc3c(=O)n(Cc4cc(C)ccc4C)cnc32)cc1,.,?,1,-15%,-24%[59 µM],.,-1%,7%,2%
CN(C)CCNC(=O)c1ccc2c(c1)N(Cc1ccc(F)cc1)CCS2,-8%,25%,6,?,?,-3%,0%,12%,-27%
Cn1cc(C(=O)CCl)c2ccccc21,-5%,-4%,6,-14%,-8%[0.501 µM],-2%,1%,43%[activator],4%
CCOc1ccc(N2C(=O)CC(N(CCc3ccc(OC)c(OC)c3)C(=S)Nc3ccccc3)C2=O)cc1 (stereo unspecified),.,17%,4&0,-3%,1%[59 µM],5%,0%,16%,-12%
Cc1ccc(CNC2=NCCCCC2)n1C,2%,-4%,4,-14%,-2%[12.7 µM],6%,-4%,22%,-8%
COc1ccc(Nc2nc3ccccc3nc2C)cc1,.,10%,0,-9%,24%[59 µM],-9%,39%[activator],38%[activator],.
Cc1ccccc1OCCC(=O)OCC(=O)NC1CCCCC1,-4%,3%,-1,-2%,-4%,-8%,0%,40%[activator],-5%
N#Cc1c(NC(=O)c2ccc([N+](=O)[O-])o2)sc2c1CCC2,-20%,5%,10,?,32µM*,-18%,?,?,40µM*
COc1ccc(Nc2nnc(-c3ccncc3)s2)cc1Cl,-2%,0%,-4,-13%,8.9µM*,-2%,?,164%[activator],-14%
O=C(NC1=NCCS1)C1CCN(S(=O)(=O)c2cc([N+](=O)[O-])ccc2Cl)CC1,7%,120%[activator],-19,?,.,-19%,?,?,.
Cc1c(NC(=O)CN(c2ccccc2)S(=O)(=O)c2ccc(F)cc2)c(=O)n(-c2ccccc2)n1C,4%,9%,-1,-3%,.,8%,-5%,18%,-11%
COc1ccc([C@H]2CC(=O)C=C(c3ccc4ccccc4c3)C2)cc1OC,1%,6%,-1,?,4%[2.33 µM],-2%,4%,0%,?
Cc1nnc(SCC(=O)Nc2ccccc2)[nH]c1=O,2%,5%,8,-4%,2%[59 µM],4%,0%,21%,2%
Cc1nc2ccccc2c2c1C(=O)N(C(C)C)C2=O,.,19%,1,-29%,12%[59 µM],-1%,1%,-7%,-11%
C=CCOc1ccc(CN(C)CC(O)COc2ccc(CCC(C)=O)cc2)cc1 (stereo unspecified),4%,4%,0,1µM*,10µM*,-6%,-16%,?,-26%
N=C1C(c2nc3ccccc3s2)=C(O)CN1CCCO,-3%,1%,-4,6%,1%[12.7 µM],4%,8%,22%,-3%
O=C(OCc1nnc(-c2ccccc2)o1)c1cccc(S(=O)(=O)N2CCOCC2)c1,4%,4%,3,-17%,-27%,-1%,-9%,34%,-4%
O=C(c1ccc(=O)[nH]n1)N1CCN(S(=O)(=O)c2ccc3ccccc3c2)CC1,-3%,-1%,-3,-15%,7%,-7%,-7%,10%,?
Cn1c2ccccc2c2cnn(CC(=O)N3CCN(c4cccc(C(F)(F)F)c4)CC3)c(=O)c21,0%,1%,-4,2%,28%[59 µM],-9%,-1%,40%[activator],-2%
CC(C)CN(CC(C)C)CC(O)CN(c1ccccc1)S(=O)(=O)c1ccccc1[N+](=O)[O-] (stereo unspecified),-9%,-5%,-1,-34%,-12%[12.7 µM],-1%,11%,13%[57 µM],-9%
O=C(Nc1ccccc1F)C1CCN(S(=O)(=O)c2cccnc2)CC1,7%,5%,-7,-7%,.,-7%,-12%,24%,-5%
S=c1[nH]nc(-c2cccs2)n1/N=C/c1cn(-c2ccccc2)nc1-c1ccc(Cl)cc1,?,7%,0,?,?,2%,?,15%,-27%
